CHO parental Ca – ATP-evoked calcium signal inhibitors, parental CHO, primary screen, counter-screen for OX1R antagonist project, cell-based, fluorescence, Fluo-8 calcium dye; 330,000 compounds, 0.63% hits; parental CHO-K1, ATP-induced calcium, Fluo-8 fluorescence; inhibition, % at 5.6 µM;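 active = inhibition above that plate's mean sample inhibition plus 3 SD, cut at about 26% in these data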;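 also: 0% = ATP-challenged DMSO wells and 100% = DMSO wells without ATP; some compounds past the cut are filed as inactive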
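Test system: parental CHO cells; detection: calcium-sensitive Fluo-8 fluorescence; evaluation: percent inhibition of calcium signal; also added: ATP as calcium-mobilizing challenge; repeats: one well per compound; control set: ATP-challenged DMSO wells low, unchallenged DMSO wells high; compound: single nominal dose of 5.6 µM per compound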
TAAR1 agonist – human TAAR1 agonists, primary screen, Fluo-8 calcium fluorescence, CHO RD-HGA16 cells; Trace amine-associated receptor 1 (Homo sapiens), Q96RJ0; vehicle wells 0%, saturating PEA agonist 100%; activation, % at 3 µM; 360,000 compounds, 0.99% hits; AID 624467, 2012;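 active = activation above the mean activation of all test compounds in the run plus 3 SD, cut at about 38% in these data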
Target sequence (Q96RJ0 whole entry, looked up): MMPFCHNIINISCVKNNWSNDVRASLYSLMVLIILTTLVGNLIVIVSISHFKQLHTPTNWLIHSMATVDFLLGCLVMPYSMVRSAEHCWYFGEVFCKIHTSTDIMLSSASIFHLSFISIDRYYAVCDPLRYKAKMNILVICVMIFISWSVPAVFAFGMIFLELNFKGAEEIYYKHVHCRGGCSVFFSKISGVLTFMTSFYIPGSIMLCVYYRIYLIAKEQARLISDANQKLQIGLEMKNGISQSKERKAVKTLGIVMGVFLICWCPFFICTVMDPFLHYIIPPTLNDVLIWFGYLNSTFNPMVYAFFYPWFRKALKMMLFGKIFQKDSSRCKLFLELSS
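Test system: RD-HGA16 (CHO) cells co-expressing Gα16 and hTAAR1; dosing: one-point dosing at 3 µM (nominal); timing: 17-24 h seeding, 75 min 37 °C dye, 30 min RT; signal: kinetic Fluo-8 calcium fluorescence; read-out basis: % activation relative to PEA EC100 response; controls: DMSO and PEA EC100; replicates: n 1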
OXTR potentiator – human OXTR potentiators, primary screen, fluorescence, CHO-OTR cells, Fluo-8 calcium; Oxytocin receptor (Homo sapiens), P30559; Fluo-8 calcium fluorescence, potentiator mode; 0% = oxytocin EC15, 100% = EC100; activation, % at 3 µM; 320,000 compounds, 0.061% hits;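 active = activation above that plate's cutoff, the mean activation of tested compounds plus 3 SD, cut at about 6.6% in these data, passing the limit was not always enough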;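 also: 100% uses oxytocin at 75 nM as the full agonist control; some results filed as inactive read as strong as hits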
Target sequence (P30559 whole entry, looked up): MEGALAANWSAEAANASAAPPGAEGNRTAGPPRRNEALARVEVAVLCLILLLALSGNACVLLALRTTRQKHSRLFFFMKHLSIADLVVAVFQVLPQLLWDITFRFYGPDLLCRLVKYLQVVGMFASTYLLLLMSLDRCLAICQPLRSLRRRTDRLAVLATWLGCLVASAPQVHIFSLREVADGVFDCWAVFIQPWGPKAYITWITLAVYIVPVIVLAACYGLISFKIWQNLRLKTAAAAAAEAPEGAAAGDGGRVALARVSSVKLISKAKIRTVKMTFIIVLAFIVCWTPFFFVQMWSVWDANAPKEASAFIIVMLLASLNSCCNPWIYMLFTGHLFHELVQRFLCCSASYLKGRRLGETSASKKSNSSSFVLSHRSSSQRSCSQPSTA
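assay system = CHO-OTR cells, human receptor | schedule = compound 6 min at room temperature before oxytocin, 100 s read | detection = Fluo-8 intracellular calcium fluorescence, ex 470-495, em 515-575 nm | evaluation = normalized max/min fluorescence ratio, % activation | control set = EC15 oxytocin alone as 0%, 75 nM oxytocin (EC100) as 100%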
CHO-K1 Ca antag – nonselective inhibitor or artifact in parental CHO-K1 cells. ATP-induced calcium, Fluo-8 fluorescence. AID 602250. 360,000 compounds, 0.6% hits. inhibition, % at 3 µM;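 active = inhibition above a per-plate cutoff, the plate's mean sample inhibition plus 3 SD, cut at about 24% in these data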;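 also: 0% = DMSO plus EC80 ATP and 100% = DMSO alone without ATP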
M1 ag parental – counter-screen for M1 agonists: effect in parental CHO-K1 cells; Fluo-8 calcium fluorescence; scaled to maximal ATP response, vehicle zero; activation, % at 3 µM; 360,000 compounds, 0.48% hits; AID 602248, 2012; in the data active = activation above about 15%;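 also: untransfected CHO-K1 host cells lacking M1 receptor as counterscreen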
M1 PAM parental – nonselective calcium activators in parental CHO-K1 cells, primary screen, counter-screen for M1 PAM project, cell-based, Fluo-8 calcium fluorescence, full deck, 1536-well; 360,000 compounds, 0.02% hits; ATP EC20; 0% at ATP EC20, 100% at ATP max; activation, % at 3 µM; AID 602247, 2012;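 active = activation above the run cutoff, the mean activation of all test compounds plus 3 SD, cut at about 40% in these data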;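 also: peak over basal fluorescence ratio in a 140 s read after ATP addition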
V1R ag counter – agonists of human V1a receptor, primary screen, counter-screen for OXTR agonist project, fluorescence, CHO-V1R cells. Vasopressin V1a receptor (Homo sapiens), P37288. Fluo-8 calcium fluorescence, agonist mode; 0% DMSO, 100% 3 nM vasopressin. activation, % at 3 µM. 320,000 compounds, 0.25% hits. AID 2797, 2010;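 active = activation above the mean activation of all tested compounds plus 3 SD, per screening run, cut at about 20% in these data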;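 also: signal is peak over basal fluorescence ratio across a 100 second FLIPR read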
TAAR1 antagonist – human TAAR1 antagonists, primary screen, Fluo-8 calcium fluorescence, CHO RD-HGA16 cells | Trace amine-associated receptor 1 (Homo sapiens), Q96RJ0 | antagonist | AID 624466, 2012 | 360,000 compounds, 1.5% hits | inhibition, % at 3 µM;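 active = inhibition above a per-plate cutoff, the mean inhibition of test compounds on that plate plus 3 SD, cut at about 49% in these data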;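 also: 0% = DMSO plus EC80 beta-PEA response and 100% = DMSO alone without agonist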
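Test system: RD-HGA16 CHO cells with stable hTAAR1 and Gα16 / Probe or stimulus: EC80 β-phenethylamine stimulus / Times: seeding 17-24 h prior, 75-min 37 °C, 30-min RT dye loading / Detection: Fluo-8 calcium-sensitive fluorescence / Read-out basis: % inhibition scaled between DMSO and EC80 PEA controls / Repeats: singlicate, one well per test compound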
M1 ag – human M1 muscarinic receptor agonists, primary screen, Fluo-8 calcium fluorescence, CHO-K1 cells, HTS; 360,000 compounds, 0.33% hits; CHO-K1 hM1, agonist mode; 0% DMSO, 100% acetylcholine EC100; Muscarinic acetylcholine receptor M1 (Homo sapiens), P11229; activation, % at 3 µM;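 active = activation above the run's mean compound activation plus 3 SD, cut at about 16% in these data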;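 also: peak over basal fluorescence ratio within a 140 s kinetic read after compound addition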
An asterisk follows results filed as active; x = not tested or not shown.

1. COc1cc(COc2ccc3c(C)c(Cc4ccccc4)c(=O)oc3c2C)cc(OC)c1OC
2. O=C(NNC(=O)c1cccs1)c1ccc(Cl)cc1
3. COC(=O)c1cc(Br)c(=O)n(CCN2CCOCC2)c1
4. CC1(C)C(=O)C2(CCCCC2)C(=O)OC1c1ccc(O)cc1 (configuration not stated)
5. O=C(Oc1ccccc1N1C(=O)CCC1=O)c1ccco1
6. CCN(CC)S(=O)(=O)c1cccc(NC(=O)COC(=O)c2[nH]c(C)c(C(C)=O)c2C)c1
7. CCOC(=O)CSC1=C(C#N)C(=O)NC(c2ccc(OC)cc2)S1 (configuration not stated)
8. COc1ccc(-c2nc(N)n[nH]2)cc1
entry no.	1	2	3	4	5	6	7	8
CHO parental Ca	-3	-4	-7	-13	-2	x	-4	-7
TAAR1 agonist	12	0	3	x	4	17	3	3
OXTR potentiator	-5	1	-1	-2	-12	x	-5	3
CHO-K1 Ca antag	1	-5	3	-8	-5	8	-15	-13
M1 ag parental	0.3	0.9	0.2	2.0	0.3	8.2	0.6	-0.2
M1 PAM parental	9	12	5	4	14	7	15	14
V1R ag counter	1.9	0.2	0.6	0.5	0.7	x	-0.3	0.6
TAAR1 antagonist	-4	11	-11	x	7	55*	-17	13
M1 ag	-3	-5	-3	0	-2	4	-2	0

Compound profiles, as listed above.
COc1cc(COc2ccc3c(C)c(Cc4ccccc4)c(=O)oc3c2C)cc(OC)c1OC as listed: CHO parental Ca = -3; TAAR1 agonist = 12; OXTR potentiator = -5; CHO-K1 Ca antag = 1; M1 ag parental = 0.3; M1 PAM parental = 9; V1R ag counter = 1.9; TAAR1 antagonist = -4; M1 ag = -3
CCOC(=O)CSC1=C(C#N)C(=O)NC(c2ccc(OC)cc2)S1 (configuration not stated) as listed: CHO parental Ca = -4; TAAR1 agonist = 3; OXTR potentiator = -5; CHO-K1 Ca antag = -15; M1 ag parental = 0.6; M1 PAM parental = 15; V1R ag counter = -0.3; TAAR1 antagonist = -17; M1 ag = -2
COc1ccc(-c2nc(N)n[nH]2)cc1 as listed: CHO parental Ca = -7; TAAR1 agonist = 3; OXTR potentiator = 3; CHO-K1 Ca antag = -13; M1 ag parental = -0.2; M1 PAM parental = 14; V1R ag counter = 0.6; TAAR1 antagonist = 13; M1 ag = 0

(next part)
9. CCOC(=O)N1CCC(N(CCOC)C(=O)Nc2ccc(CC)cc2)CC1
10. Cc1ccc(-n2c(CNc3ccc(C)c(Cl)c3)n[nH]c2=S)cc1
11. O=C(NCCN1CCOC1=O)C1CCC(=O)N(CCc2ccc(Cl)cc2)C1 (configuration not stated)
12. C(=N\Nc1nncc2ccccc12)/c1ccccc1
13. CN1CCCCCC1C(=O)N1CCC(N2CCC(C(=O)N3CCOCC3)CC2)CC1 (configuration not stated)
14. COc1cc(OC)cc(C(=O)N[C@H](C(=O)Nc2nc(-c3ccc(OC)c(OC)c3)cs2)C(C)C)c1
15. COc1cc2c(cc1NC(C)=O)CCCC2
16. Cc1cc(C)nc(NC(=O)c2ccc(C)o2)n1
entry no.	9	10	11	12	13	14	15	16
CHO parental Ca	-13	-7	-5	-10	-36	-1	-9	-4
TAAR1 agonist	17	7	1	4	2	-1	4	0
OXTR potentiator	2	-11	6	-9	0	-18	4	4
CHO-K1 Ca antag	-20	-18	-9	-6	1	-2	-2	1
M1 ag parental	-0.2	1.4	0.1	0.5	7.3	4.9	0.1	0.1
M1 PAM parental	14	-1	-15	6	1	11	-3	7
V1R ag counter	-0.6	0.1	1.2	-0.2	-0.1	0.0	0.3	0.4
TAAR1 antagonist	0	-7	-19	-41	-14	-3	-21	-3
M1 ag	-7	-10	-2	-6	-2	-6	-3	-1

17. O=S(=O)(Nc1n[nH]c(C(F)(F)F)n1)c1ccccc1
18. NC(=O)CC(NSc1ccccc1[N+](=O)[O-])C(=O)O (configuration not stated)
19. CC(=O)c1cccc(N(C(=O)CNC(=O)c2ccco2)C(C(=O)NC2CCCC2)c2ccco2)c1 (configuration not stated)
20. Cc1ccc(OCCC(=O)OCC(=O)Nc2ccc3c(c2)OCO3)cc1
21. NS(=O)(=O)c1ccc(NC(=O)COc2ccc(C(=O)c3ccc(F)cc3)cc2)cc1
22. COC(=O)c1c(Sc2ccccc2)c2ccccc2n1C
23. COc1ccc(NC(=O)NCCN2CCN(c3ccc(C)cc3)CC2)c(Cl)c1
24. CCOC(=O)C1=NN(c2ccccc2C)C2=NC(C)=C(C(=O)OC)C(c3cccc(OC)c3)N12 (configuration not stated)
entry no.	17	18	19	20	21	22	23	24
CHO parental Ca	9	-10	-7	-7	34*	-17	-30	-23
TAAR1 agonist	0	2	1	-2	5	-2	0	-2
OXTR potentiator	-2	0	2	-8	-8	-12	-4	-2
CHO-K1 Ca antag	-12	-4	-12	-5	7	-18	-9	-8
M1 ag parental	0.2	1.0	0.3	0.3	8.2	0.2	0.5	-0.3
M1 PAM parental	12	23	-10	8	-6	6	7	-3
V1R ag counter	1.1	-0.1	0.5	0.6	3.5	-0.7	0.7	0.4
TAAR1 antagonist	-20	-10	-21	-14	33	-14	-28	-19
M1 ag	-6	-3	-6	-2	4	35*	-5	-7

25. COc1ccc(NS(=O)(=O)c2c(C)[nH]c(=O)[nH]c2=O)cc1OC
26. NC(=O)COc1ncnc2scc(-c3ccc(F)cc3)c12
27. COC(=O)c1ccccc1NC(=O)Cn1cnc([N+](=O)[O-])c1
28. Fc1ccccc1CSc1nnnn1-c1ccc2c(c1)OCO2
29. Cc1ccc(S(=O)(=O)N2CCC[C@H]2C(=O)Nc2ccccc2C)cc1
30. O=C(O)c1ccccc1C(=O)Nc1ccc(-n2nc(C(F)(F)F)cc2C(F)(F)F)cc1
31. Cc1ccc(N(CC(O)CN2CCCCC2)S(=O)(=O)c2ccc(C)cc2)cc1 (configuration not stated)
32. NC(=O)C1CCN(c2ccc(S(=O)(=O)N3CCCCC3)cn2)CC1
entry no.	25	26	27	28	29	30	31	32
CHO parental Ca	-3	0	-1	1	-20	-12	-7	9
TAAR1 agonist	7	0	1	1	1	0	-3	3
OXTR potentiator	-7	-2	-4	-20	-3	-10	-8	-14
CHO-K1 Ca antag	-3	-4	-2	-9	-1	-8	-12	-9
M1 ag parental	0.2	0.5	0.5	1.0	0.2	1.2	0.4	1.2
M1 PAM parental	1	6	-8	21	-1	14	-7	15
V1R ag counter	0.6	-0.2	-0.6	0.5	0.9	1.5	-0.6	0.5
TAAR1 antagonist	-13	-26	-3	10	-13	-2	11	9
M1 ag	-3	-3	-1	-6	-2	-8	-9	-5

Other compounds
No.	structure	CHO parental Ca	TAAR1 agonist	OXTR potentiator	CHO-K1 Ca antag	M1 ag parental	M1 PAM parental	V1R ag counter	TAAR1 antagonist	M1 ag
33	O=C(CON=C1c2ccccc2-c2ccccc21)NC12CC3CC(CC(C3)C1)C2	-21	4	-11	0	-0.1	-1	-0.7	0	-6
34	O=C1CC(c2cc([N+](=O)[O-])ccc2Cl)c2c(ccc3ccccc23)N1 (configuration not stated)	-17	0	-9	-11	0.3	21	-1.5	-6	-7
35	O=C1CCN(c2ncccc2[N+](=O)[O-])CC1	-5	3	-6	-8	1.3	21	0.0	-6	-8
36	C/C=C(\C)c1nnc(NC(=O)C(C)C)s1	-6	20	-16	4	0.7	7	1.4	3	-3
37	CN1C(=O)c2ccccc2C(C(=O)O)C1c1cccc(F)c1 (configuration not stated)	3	0	-9	-5	-0.2	4	0.6	0	-3
38	CC(=O)c1cccc(N(C(=O)c2ccco2)C(C(=O)NC2CCCCC2)c2ccc(C)o2)c1 (configuration not stated)	-16	1	-6	-2	0.4	-9	-0.1	2	-4
39	COc1ccc(C)cc1NC(=O)C(CCS(C)(=O)=O)NC(C)=O (configuration not stated)	8	1	-3	1	0.2	14	0.7	-9	1
40	O=C(O)CCC(=NNC(=O)c1cccc(S(=O)(=O)N2CCCCC2)c1)c1ccccc1	-12	6	-4	-4	0.4	2	1.0	11	-3
41	Cc1ccc(-n2c3c(c(=O)[nH]c2=O)C(C(F)(F)F)(C(F)(F)F)NC(=O)N3)cc1	-2	x	-2	-6	0.5	29	-1.2	x	-1
42	CCOC(=O)c1c(C)[nH]c(C)c1S(=O)(=O)NCCc1ccc(SC)cc1	-5	5	-6	-13	2.8	23	1.1	-16	-1
43	Cc1ccccc1-c1nc2sc3c(c2c(=O)n1N)CCCC3	-37	7	-19	0	0.7	10	2.8	-5	-5
44	O=C(COc1cc2oc(=O)c3c(c2cc1Cl)CCC3)Nc1cccnc1	-20	2	-6	8	2.5	-6	0.4	-7	0
45	COc1ccccc1NC(=O)COC(=O)/C=C/c1ccc(OC)c(OC)c1	-28	5	-8	-11	5.9	19	2.1	23	-4
46	Cc1cccc(NC(=O)Cn2cnc3c(oc4ccccc43)c2=O)c1	-5	4	-12	-10	0.3	-7	-0.3	5	-5
47	COc1ccc(CN2CCN(S(=O)(=O)c3ccc(NC(C)=O)cc3)CC2)cc1	-18	2	-5	12	0.8	-21	3.0	-22	-1
48	COc1ccc2[nH]c(=O)c(CN(Cc3ccccc3)Cc3nnnn3CC3CCCO3)cc2c1 (configuration not stated)	-25	14	-6	-10	-0.3	9	0.5	-9	-1
49	O=C(O)C(Cc1ccccc1)N1C(=O)/C(=C/c2cccs2)SC1=S (configuration not stated)	x	10	x	-9	-0.3	1	x	11	-8
50	CCN(Cc1ccc(OC)c(F)c1)C(=O)c1oc2ccccc2c1COC	-21	-1	-12	-9	0.4	4	0.9	7	-3
51	O=C(Cn1ncc2c3ccccc3n(Cc3ccccc3)c2c1=O)NCCN1CCOCC1	-29	2	2	-8	1.5	-4	-0.2	-12	-2
52	COCCCNC(=S)Nc1cccc2ncccc12	12	1	-10	-13	0.8	17	1.3	-14	1

Screening results from PubChem BioAssay.
